High-throughput results deposited in PubChem by The Scripps Research Institute Molecular Screening Center.
PREPL inh – inhibitors of human prolyl oligopeptidase-like enzyme PREPL | Q4J6C6 | recombinant PREPL, fluorescence polarization activity-based probe | inhibition, % at 5.96 µM | 0.68% of 320,000 active | AID 2751; in the data active means inhibition above about 43%;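 further: 0% = enzyme with DMSO and 100% = wells lacking enzyme; many of its hits are not listed in these tables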
Target sequence (Q4J6C6 whole entry, looked up): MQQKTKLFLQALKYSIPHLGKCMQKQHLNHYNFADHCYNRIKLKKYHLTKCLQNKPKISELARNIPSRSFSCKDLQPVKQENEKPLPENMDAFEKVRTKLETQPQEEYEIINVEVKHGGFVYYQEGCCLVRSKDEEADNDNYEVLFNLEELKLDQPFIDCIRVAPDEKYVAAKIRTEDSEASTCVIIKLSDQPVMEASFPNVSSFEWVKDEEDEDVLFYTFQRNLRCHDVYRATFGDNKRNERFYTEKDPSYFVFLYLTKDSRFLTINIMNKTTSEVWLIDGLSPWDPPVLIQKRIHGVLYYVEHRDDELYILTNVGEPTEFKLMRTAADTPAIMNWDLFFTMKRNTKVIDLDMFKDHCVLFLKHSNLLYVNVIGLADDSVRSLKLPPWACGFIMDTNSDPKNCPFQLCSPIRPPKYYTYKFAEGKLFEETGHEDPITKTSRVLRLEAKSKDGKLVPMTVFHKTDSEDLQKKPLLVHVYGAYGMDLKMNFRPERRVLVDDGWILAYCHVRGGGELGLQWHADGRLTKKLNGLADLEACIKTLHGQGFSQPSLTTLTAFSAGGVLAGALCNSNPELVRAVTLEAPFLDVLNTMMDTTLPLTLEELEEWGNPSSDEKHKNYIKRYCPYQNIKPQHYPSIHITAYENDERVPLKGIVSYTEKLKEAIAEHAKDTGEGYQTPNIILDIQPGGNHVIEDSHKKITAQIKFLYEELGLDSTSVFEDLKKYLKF
LYPLA1 inh – LYPLA1 (human) inhibition in PME1 counter-screen; O75608; recombinant LYPLA1, FP-Rh probe fluorescence polarization; inhibition, % at 5.9 µM; 0.16% of 320,000 active;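 active means inhibition above the mean of all tested compounds plus 3 SD, set per campaign, cut at about 14% in these data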;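 further: inhibitors block serine hydrolase probe labeling of LYPLA1 so polarization falls; 0% = enzyme with DMSO and 100% = wells lacking LYPLA1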
PAFAH1B3 FP inh – PAFAH1B3 (human) inhibition | recombinant PAFAH1B3, FP-rhodamine probe, fluorescence polarization | Q15102 | 0.28% of 340,000 active | inhibition, % at 3.39 µM;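 active means inhibition above the screen-wide average of all tested compounds plus 3 SD, cut at about 25% in these data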;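 further: 0% = enzyme with DMSO only and 100% = wells lacking PAFAH1B3 protein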
PAFAH2 FP inh – inhibitors of human PAFAH2; Q99487; inhibition, % at 3.39 µM; 0.99% of 340,000 active; recombinant PAFAH2, FP-rhodamine activity probe, fluorescence polarization;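 active means inhibition above the mean over all tested compounds plus 3 SD, cut at about 30% in these data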;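 further: inhibitors block probe labeling of enzyme so polarization drops; 0% = enzyme with DMSO and 100% = wells lacking PAFAH2 protein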
GSTO1 counter – counter-screen for RBBP9 inhibitors: inhibitors of human GSTO1; recombinant GSTO1, activity-based probe fluorescence polarization; inhibition, % at 5.96 µM; 1.1% of 300,000 active; AID 1974;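 active means inhibition above the campaign mean inhibition plus 3 SD, cut at about 35% in these data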;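 further: 0% = GSTO1-1 with DMSO and 100% = wells lacking GSTO1-1 enzyme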
LYPLA2 inh – blocks human lysophospholipase 2, a PME1 counter-screen; O95372; recombinant LYPLA2, FP-Rh probe fluorescence polarization; inhibition, % at 5.9 µM; 0.38% of 320,000 active; AID 2177;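 active means inhibition above the screen-wide mean plus 3 SD, limit set per campaign, cut at about 26% in these data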;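 further: 0% = LYPLA2 with DMSO and 100% = wells lacking LYPLA2 enzyme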
Target sequence (O95372 whole entry, looked up): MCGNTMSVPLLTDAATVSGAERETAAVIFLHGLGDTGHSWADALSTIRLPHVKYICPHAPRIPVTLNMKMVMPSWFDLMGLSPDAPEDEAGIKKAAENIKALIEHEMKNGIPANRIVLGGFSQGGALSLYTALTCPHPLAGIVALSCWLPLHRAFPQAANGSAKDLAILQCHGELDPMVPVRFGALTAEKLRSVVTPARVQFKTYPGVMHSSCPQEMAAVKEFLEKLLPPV
pPAFAH inh – pPAFAH (human) enzyme inhibition. AID 463082. inhibition, % at 3.39 µM. recombinant pPAFAH, FP-rhodamine probe fluorescence polarization. 1.5% of 330,000 active;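 active means inhibition above the mean inhibition across the screen plus 3 SD, cut at about 25% in these data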;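 further: inhibitors block binding of the rhodamine activity-based probe so polarization drops; 0% = enzyme with DMSO and 100% = wells lacking pPAFAH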
PAFAH1B2 FP inh – PAFAH1B2 (human) inhibition | 1.2% of 340,000 active | inhibition, % at 3.39 µM | P68402 | recombinant PAFAH1B2, FP-rhodamine activity probe, fluorescence polarization;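 active means inhibition above the mean of all tested compounds plus 3 SD, cut at about 24% in these data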;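 further: 0% = enzyme with DMSO and 100% = wells lacking PAFAH1B2; many of its hits are not listed in these tables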
PAD4 FP inh – PAD4 (human) enzyme inhibition | 0.41% of 330,000 active | inhibition, % at 6.36 µM | recombinant PAD4, RCA probe fluorescence polarization | Q9UM07;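 active means percent inhibition above a cutoff equal to the mean of all tested compounds plus 3 SD, cut at about 15% in these data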;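 further: 0% = PAD4 with RCA probe and DMSO and 100% = probe without PAD4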
* hit, by the source's call; / = not tested or not shown. Not all compounds are listed; the hit share may differ from the screen's.

1) CC[C@]1(C(=O)OC)[C@H]2C(=O)N(C)C(=O)[C@H]2[C@H]2CN(C)C(=NC)N21
2) O=C(Oc1ccccc1)c1ccc2nsnc2c1
3) Cc1ccc(-c2csc(NC(=O)c3c(C)noc3C)n2)cc1C
4) Cc1cc2c(cc1S(=O)(=O)N(C)c1ccccc1)n(C)c(=O)n2C
5) CC(=O)N1CCC(c2c[nH]c3ccccc23)CC1
screen / no.	1	2	3	4	5
PREPL inh	/	7	12	-2	-4
LYPLA1 inh	/	-10	-2	1	1
PAFAH1B3 FP inh	0	-6	8	3	2
PAFAH2 FP inh	2	0	-3	8	-2
GSTO1 counter	/	-5	/	1	12
LYPLA2 inh	/	-11	-1	3	4
pPAFAH inh	1	0	-2	4	2
PAFAH1B2 FP inh	2	2	9	3	7
PAD4 FP inh	1	-2	5	4	4

6) CC(/C=C1\SC(=O)N(CC(=O)Nc2ccc(O)cc2)C1=O)=C\c1ccccc1
7) O=C(/C=C\Nc1ccccn1)c1ccc(Cl)cc1
8) CC(C)c1ccccc1NC(=O)COC(=O)COc1ccccc1[N+](=O)[O-]
9) C[C@H](NC(=O)c1nc[nH]c1C(=O)NC1CCN(C(=O)OC(C)(C)C)CC1)C(=O)OCc1ccccc1
10) COc1ccc(/C=N/N=C2/CC(C)(C)Cc3n[nH]c(=O)cc32)cc1
screen / no.	6	7	8	9	10
PREPL inh	22	6	1	12	4
LYPLA1 inh	-7	-5	1	-1	0
PAFAH1B3 FP inh	8	0	4	2	4
PAFAH2 FP inh	-1	-1	-2	-5	15
GSTO1 counter	5	5	6	8	3
LYPLA2 inh	1	-6	3	-1	6
pPAFAH inh	6	4	7	1	1
PAFAH1B2 FP inh	3	-6	1	4	1
PAD4 FP inh	-1	1	2	0	-2

11) CCOC(=O)N1CCc2c(sc(N)c2C#N)C1
12) CCCCOc1cccc(C2/C(=C(/O)c3ccc4c(c3)CC(C)O4)C(=O)C(=O)N2CCN2CCOCC2)c1 (configuration not stated)
13) CCOC(=O)C1=CN(CC2CCCO2)C=C(C(=O)OCC)C1c1ccccc1C(F)(F)F (configuration not stated)
14) O=C(NNC(=S)Nc1ccc(Cl)cc1Cl)c1cccnc1
15) O=C(COc1ccccc1F)NNC(=O)Cn1c(=O)cnc2ccccc21
screen / no.	11	12	13	14	15
PREPL inh	19	-7	13	13	14
LYPLA1 inh	0	-2	3	2	-1
PAFAH1B3 FP inh	/	-2	6	6	5
PAFAH2 FP inh	/	4	0	15	5
GSTO1 counter	2	3	8	/	/
LYPLA2 inh	6	-4	7	2	-2
pPAFAH inh	7	-2	-1	5	-2
PAFAH1B2 FP inh	/	6	5	2	3
PAD4 FP inh	5	-1	1	-6	2

16) COC(=O)Cc1c(O)ccn(Cc2ccc(Cl)c(Cl)c2)c1=O
17) CCCn1cnc2scc(-c3ccc(C)cc3)c2c1=O
18) Cc1ccsc1/C=N/NC(=O)CC(=O)NCC(C)C
19) Cc1ccc(SCCNC(=O)c2ccccc2F)cc1
20) Cc1ccccc1CNC(=O)COc1ccccc1
screen / no.	16	17	18	19	20
PREPL inh	-1	6	-5	-3	4
LYPLA1 inh	0	0	3	-2	-1
PAFAH1B3 FP inh	14	9	4	0	5
PAFAH2 FP inh	7	3	3	-6	5
GSTO1 counter	2	0	11	2	3
LYPLA2 inh	5	8	5	0	9
pPAFAH inh	5	5	-2	5	0
PAFAH1B2 FP inh	28*	6	2	25*	2
PAD4 FP inh	-3	6	-1	-7	-6

21) Cc1cccc(C(=O)NC2CC3CCCC(C2)N3C(=O)Nc2ccccc2)c1 (configuration not stated)
22) CCOc1ccccc1NC(=O)NCc1ccc(F)cc1
23) Cc1cc(Br)ccc1NC(=O)c1cnc(N2CCN(c3ccccn3)CC2)c2ccccc12
24) O=C(NNC(=S)NC(=O)c1ccccc1[N+](=O)[O-])c1ccccc1Cl
25) Oc1ccc(C[C@@H]2CNCCN2CCc2cccc3ccccc23)cc1
screen / no.	21	22	23	24	25
PREPL inh	1	-13	0	7	24
LYPLA1 inh	4	1	-6	0	-7
PAFAH1B3 FP inh	0	4	/	-1	-5
PAFAH2 FP inh	-8	0	/	2	5
GSTO1 counter	-2	1	-7	2	5
LYPLA2 inh	3	1	-8	-2	-6
pPAFAH inh	2	2	4	1	1
PAFAH1B2 FP inh	-3	0	/	5	-1
PAD4 FP inh	-1	2	-3	-2	-1

26) N#CCC(=O)N/N=C/c1ccc(OC2CSC2)cc1
27) CCOc1ccc(OCC)c(NC(=O)CSc2nc3ccccc3c(=O)n2C)c1
28) CCC(C)NC(=O)c1cn(C)c(=O)c2cc(OC)c(OC)cc12 (configuration not stated)
29) Nc1nnc(-c2ccc(Cl)cc2)s1
30) O=C1CCN(S(=O)(=O)c2ccccc2)N1
screen / no.	26	27	28	29	30
PREPL inh	-2	16	6	7	3
LYPLA1 inh	1	1	1	1	2
PAFAH1B3 FP inh	1	3	-5	-2	5
PAFAH2 FP inh	-7	-9	4	8	2
GSTO1 counter	-6	3	-6	2	8
LYPLA2 inh	2	5	-1	4	7
pPAFAH inh	1	0	2	-4	3
PAFAH1B2 FP inh	6	4	-4	-2	5
PAD4 FP inh	-2	-1	2	3	-3

31) O=C(O)Cn1c(=O)c(F)cn(C2CCCO2)c1=O (configuration not stated)
32) Cc1nc(-c2ccccc2Cl)sc1C(=O)/C=C/N(C)C
33) Cc1ccc2nc(-c3cccc(-c4cccc(Cl)c4)c3)c(NCc3ccccc3)n2c1
34) Cc1noc(C)c1COC(=O)CN(C)S(=O)(=O)c1ccc(Cl)cc1
35) O=C(COC(=O)c1cccnc1Cl)NCc1ccco1
screen / no.	31	32	33	34	35
PREPL inh	5	-1	34	4	11
LYPLA1 inh	2	-6	-2	1	1
PAFAH1B3 FP inh	8	11	0	-2	4
PAFAH2 FP inh	2	4	3	-3	13
GSTO1 counter	4	-24	-1	2	9
LYPLA2 inh	1	-1	-1	1	-1
pPAFAH inh	8	-5	15	1	2
PAFAH1B2 FP inh	2	4	1	15	-2
PAD4 FP inh	0	-5	-9	-2	2

Record cards, from the list above.
O=C(O)Cn1c(=O)c(F)cn(C2CCCO2)c1=O (configuration not stated) is entered as PREPL inh: 5; LYPLA1 inh: 2; PAFAH1B3 FP inh: 8; PAFAH2 FP inh: 2; GSTO1 counter: 4; LYPLA2 inh: 1; pPAFAH inh: 8; PAFAH1B2 FP inh: 2; PAD4 FP inh: 0
CCCn1cnc2scc(-c3ccc(C)cc3)c2c1=O is entered as PREPL inh: 6; LYPLA1 inh: 0; PAFAH1B3 FP inh: 9; PAFAH2 FP inh: 3; GSTO1 counter: 0; LYPLA2 inh: 8; pPAFAH inh: 5; PAFAH1B2 FP inh: 6; PAD4 FP inh: 6

Going on with the list.
36) Cc1ccc(S(=O)(=O)NC(=O)Nc2ccc(OC(F)F)cc2)cc1
37) COC(=O)c1nnn(CC(=O)Nc2cccc(Cl)c2C)c1C(=O)OC
38) O=C(Nc1ccc(Cl)c(Cl)c1)Nc1ccccc1C(=O)O
39) Cc1cccc(Nc2nnc(SC/C(O)=C(\C#N)c3nc4ccccc4[nH]3)s2)c1
40) CCN1/C(=C2\C(=O)N(C)C(=S)N2C)C=Cc2cc(OC)ccc21
screen / no.	36	37	38	39	40
PREPL inh	2	2	10	31	0
LYPLA1 inh	-2	-1	-4	-6	-3
PAFAH1B3 FP inh	/	6	-8	16	0
PAFAH2 FP inh	/	7	4	-13	1
GSTO1 counter	-8	-5	-15	10	-2
LYPLA2 inh	1	1	1	-11	-8
pPAFAH inh	-2	1	-7	25*	4
PAFAH1B2 FP inh	/	1	-2	20	1
PAD4 FP inh	-4	0	1	-5	0

41) Cc1ccc(S(=O)(=O)N2CCCSCC2)cc1
42) CCOc1cc(N2CCOCC2)c(OCC)cc1NC(=O)c1cc(-c2ccco2)nc2ccccc12
43) N#Cc1ccc(COn2nnc3ccccc32)cc1
44) O=C(NCCc1ccccc1Cl)C1CC(=O)N(C2CCCCC2)C1 (configuration not stated)
45) O=C(Nc1ccc(SC(F)F)cc1)c1cccc2nc3ccccc3nc12
screen / no.	41	42	43	44	45
PREPL inh	-4	12	-1	-7	9
LYPLA1 inh	-2	-5	-1	3	0
PAFAH1B3 FP inh	-8	-1	8	0	-4
PAFAH2 FP inh	-3	4	-2	-8	6
GSTO1 counter	7	9	6	-1	4
LYPLA2 inh	-6	7	-7	6	1
pPAFAH inh	5	12	-3	0	5
PAFAH1B2 FP inh	7	4	8	1	0
PAD4 FP inh	1	-3	-2	6	6

46) COc1ccccc1CNC(=O)C(CC(C)C)NS(=O)(=O)c1ccc2c(c1)oc(=O)n2C (configuration not stated)
47) COc1ccc(C2=NCC(CSc3nnnn3C)S2)cc1 (configuration not stated)
48) O=C(O)CNC(=O)c1ccc(NC(=O)/C(=C/c2ccccc2)NC(=O)c2ccco2)cc1
49) CCC(=O)Nc1ccc(C(=O)CSc2nc(N)cc(N)n2)cc1
50) CC1(c2nnc(-c3ccncc3)o2)CC(c2cccc(Cl)c2)=NO1 (configuration not stated)
screen / no.	46	47	48	49	50
PREPL inh	5	0	6	-1	-4
LYPLA1 inh	-2	2	1	-5	1
PAFAH1B3 FP inh	-2	1	4	8	3
PAFAH2 FP inh	0	-1	1	5	-1
GSTO1 counter	-1	2	-2	8	4
LYPLA2 inh	3	5	0	-7	3
pPAFAH inh	1	3	2	-2	6
PAFAH1B2 FP inh	6	0	0	3	1
PAD4 FP inh	2	-1	-4	2	-4

51) O=C(O)c1ncsc1-c1ccccc1
52) CCCCN1C(=O)C(NC(C)=O)c2cc(Br)ccc21 (configuration not stated)
53) Cc1ccc(OCC(=O)Oc2c(C)cccc2C)cc1
54) CC(=O)Nc1ccc(NC(=O)[C@@H](NC(=O)c2cccc(C)c2)C(C)C)cc1
55) O=C1C=C(c2ccc(Cl)nc2)C[C@@H](c2ccc3c(c2)OCO3)C1
56) COc1ccc(CNC(=O)c2ccc(CS(=O)c3ccccc3)o2)cc1 (configuration not stated)
57) CCOc1cc(C(N)=O)cc(OCC)c1OCC
screen / no.	51	52	53	54	55	56	57
PREPL inh	18	9	-3	-5	-8	13	12
LYPLA1 inh	3	-1	2	2	3	0	-2
PAFAH1B3 FP inh	7	-2	10	-2	4	11	8
PAFAH2 FP inh	-1	1	0	11	5	0	-1
GSTO1 counter	7	-6	2	6	/	16	3
LYPLA2 inh	7	4	4	4	13	-2	-4
pPAFAH inh	-1	9	6	-1	4	2	1
PAFAH1B2 FP inh	2	3	9	-1	1	7	0
PAD4 FP inh	-3	-2	-4	2	0	0	-1
